TCR activator = Activators of T cell receptors: qHTS campaign; 330,000 tested, under 10 active; primary human leukocytes, anti-CD3, IL-2 HTRF, 48 h; Potency, µM (top dose mostly 9.22 µM), inactives show at the highest dose activation of IL-2 secretion, actives largely listed as activators; note: % of control where 0% means no effect
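Activity was scored as IL-2 release from primary human leukocytes given only a TCR signal (a-CD3 beads) plus compound for 48 hr. Detection used a two-antibody HTRF format read at 665nm.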
ASM inhibitor = Inhibitors of Secretory Acid Sphingomyelinase (S-ASM): qHTS. placental ASM, HMU-PC fluorogenic substrate, 60 min. Potency, µM (highest dose often 57.5 µM), for the others: at the highest dose activity change, negative = inhibition, most hits filed as inhibitors. 340,000 tested, 0.006% active; note: potency is the fitted concentration of half-maximal effect
Target sequence (P17405 47-631 limits assumed): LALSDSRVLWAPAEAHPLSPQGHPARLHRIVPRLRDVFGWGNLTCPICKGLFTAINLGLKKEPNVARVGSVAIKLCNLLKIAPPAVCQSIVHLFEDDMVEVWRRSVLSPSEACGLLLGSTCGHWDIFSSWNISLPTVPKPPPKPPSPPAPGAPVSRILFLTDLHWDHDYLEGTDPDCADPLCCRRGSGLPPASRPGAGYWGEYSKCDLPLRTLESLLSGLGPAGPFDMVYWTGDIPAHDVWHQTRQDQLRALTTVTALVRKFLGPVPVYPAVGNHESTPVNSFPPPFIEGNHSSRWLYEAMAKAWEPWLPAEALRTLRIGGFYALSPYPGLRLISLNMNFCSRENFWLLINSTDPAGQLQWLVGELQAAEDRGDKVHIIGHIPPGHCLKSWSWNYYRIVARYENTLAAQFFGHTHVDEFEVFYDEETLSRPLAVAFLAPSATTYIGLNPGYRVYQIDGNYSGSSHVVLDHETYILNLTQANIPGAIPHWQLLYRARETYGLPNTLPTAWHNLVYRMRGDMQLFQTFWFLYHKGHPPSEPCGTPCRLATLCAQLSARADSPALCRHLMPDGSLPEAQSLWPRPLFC
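Human placenta-derived ASM preincubated with compound 10 min at room temperature, then reacted with 9 uM (final) fluorogenic HMU-PC substrate for 60 min at 37 C. Stop solution raises pH to 10; fluorescence read at Ex 386/Em 447 nm.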
TSG101-PTAP inh = qHTS Assay for Iinhibitors of HIV-1 Budding by Blocking the Interaction of PTAP/TSG101; Potency, µM (top dose mostly 115 µM), for the others: at the top dose activity change, negative = inhibition, actives largely listed as inhibitors; 340,000 tested, under 10 active; Tumor susceptibility gene 101 protein (Homo sapiens), Q99816; Fluorescence polarization, FITC-PTAP peptide / Tsg101 binding; AID 493005, 2010; active = well fitted inhibition curve with a large enough effect in the main read-out, with a control signal flat, not every such curve was filed as active; inconclusive = small, poorly fitted or top-dose-only effect, or effect the other way, or a change in a side signal; inactive = no such curve, though single readings can be large or run the other way; note: potency is the fitted concentration of half-maximal effect; % of control where 0% means no effect
Target sequence (Q99816 whole entry, looked up): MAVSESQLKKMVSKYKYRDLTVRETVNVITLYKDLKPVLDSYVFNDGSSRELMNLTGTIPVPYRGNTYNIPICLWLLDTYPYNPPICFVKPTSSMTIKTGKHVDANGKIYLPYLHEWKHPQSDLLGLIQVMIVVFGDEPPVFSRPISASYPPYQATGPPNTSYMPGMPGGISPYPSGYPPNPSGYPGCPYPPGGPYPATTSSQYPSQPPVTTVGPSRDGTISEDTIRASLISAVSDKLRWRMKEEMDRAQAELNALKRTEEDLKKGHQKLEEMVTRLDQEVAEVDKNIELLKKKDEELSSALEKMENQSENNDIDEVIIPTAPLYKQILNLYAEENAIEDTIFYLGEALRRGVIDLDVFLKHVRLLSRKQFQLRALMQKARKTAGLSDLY
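Fluorescence polarization binding of Tsg101 binding domain (10 uM final) to FITC-labeled PTAP peptide (50 nM final) in HEPES pH 7.5 buffer with NaCl, Tween 20, EDTA, TCEP. Compounds added before peptide; binding 20 min at RT.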
Integrin act MD = qHTS for Activators of Integrin-Mediated Alleviation for Muscular Dystrophy; alpha7betagal myoblasts, beta-gal FDG fluorescence, 48 h; Potency, µM (highest dose often 38.3 µM), without a hit: top-dose activation, most hits filed as activators; 350,000 tested, 0.064% active;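 note: potency is the fitted concentration of half-maximal effect; 100% = response of the positive control SU9516; nearly all actives have a fitted effect of over 60% in size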
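alpha7betagal+/- myoblasts (passage 13, 250/well) treated 48 h at 37C with compounds at 1:260 dilution of DMSO stock. Lysed, then beta-galactosidase activity read as FDG fluorescence (ex 480/em 540) after 30 min, with pre-read for autofluorescence.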
Starred values were filed as active, the others as inactive; ? = inconclusive; . = no result given; [ ] = dose if it differs, or a comment. Unless noted, calls come from the whole dose curve; as a rule, active = well fitted curve in the direction sought with a large enough effect; inconclusive = small, poorly fitted or top-dose-only effect, or another doubt; inactive = no such curve, though single readings can be large; an effect the other way counts as inactive or inconclusive. These rows are one share of the data, so the mix of outcomes need not match the whole.

Letter code: A = TCR activator; B = ASM inhibitor; C = TSG101-PTAP inh; D = Integrin act MD
> COc1cc2c(cc1OC)C1CCN3C(=O)CCC3N1CC2 (centres undefined)
  A = 2.3%; B = 11.8%; C = -6.1%; D = -45.1%[inhibitor]

> CCOC(=O)C(C)Sc1snnc1C (centres undefined)
  A = -10.3%; B = 6.0%; C = 0.4%; D = 33.5%[7.66 µM]

> C=C1CCN([C@@H](CC(C)C)C(=O)O)S(=O)(=O)c2ccccc21
  A = -2.4%; B = 2.2%; C = -5.7%; D = 15.8%

> O=c1oc2ccccc2c(=O)c2ccccc12
  A = -4.6%; B = 3.3%; C = -0.4%; D = 18.1%

> O=C(c1cc(-c2ccc(Cl)s2)nc2ccccc12)N1CCCC1
  A = 1.3%; B = 35.5%; C = 0.7%; D = 9.8%

> O=c1nc2onnc2c(C=NO)[nH]1
  A = 1.4%; B = 3.5%; C = -1.9%; D = -21.4%

> Cc1ccc(-c2nnn(CC(=O)N(CC(=O)NC3CCCCC3)c3cnc4ccccc4c3)n2)o1
  A = 2.6%; B = 0.3%; C = -2.0%; D = -13.2%

> c1ccc(-c2nnc(Cn3c4ccccc4c4nc5ccccc5nc43)o2)cc1
  A = 1.9%; B = 16.8%; C = -1.2%; D = 3.5%

> COc1ccc(-c2csc(NCCc3nc4cc(Cl)c(Cl)cc4n3CCCO)n2)cc1
  A = -9.0%; B = -26.7%; C = -0.5%; D = -12.7%

> CCN(CC)C1Oc2cc3c(cc2C(c2cccc(OC)c2O)C1C)OCO3 (centres undefined)
  A = 0.1%; B = -0.8%; C = -10.7%; D = -17.4%

> S=c1cn[nH]c2ccccc12
  A = 4.3%; B = -5.8%; C = -1.8%; D = -32.1%[inhibitor]

> O=C(NN=Cc1ccc2c(c1)OCO2)NN=Cc1ccc2c(c1)OCO2
  A = -6.1%; B = -0.7%; C = -4.2%; D = 19.9%

> CC1(C)S[C@@H]2C(C(=O)OCc3ccccc3)NC(=O)N2C1C(=O)OCc1ccccc1 (some centres undefined)
  A = 8.2%; B = 0.2%; C = -1.0%; D = 11.5%

> O=C(Nc1cccc(F)c1)c1cc(-c2ccco2)nc2ccccc12
  A = -0.1%; B = 40.2%[activator]; C = 3.4%; D = 16.6%

> Cc1ccc(C(=O)Nc2ccc(Nc3ccccc3)cc2)cc1Br
  A = -2.2%; B = -6.8%; C = -1.3%; D = -11.6%

> N#Cc1c(N2CCN(c3ccc([N+](=O)[O-])cc3)CC2)[n+](=O)c2ccc(Cl)cc2n1[O-]
  A = 2.4%; B = -10.0%; C = -10.3%; D = -30.4%

> COC(=O)C1=C(C(=O)OC)[C@@H]2Nc3ccccc3[C@@]23C[C@@H](C(=O)OC)N(C(=O)COCc2ccccc2)C3=N1
  A = -2.5%; B = 7.7%; C = -9.2%; D = -5.4%

> CCOC(=O)C1Nc2ccc(OC(F)(F)F)cc2C2C=CCC12 (centres undefined)
  A = 3.9%; B = 25.3%; C = -5.3%; D = -1.0%

> Cc1noc(NS(=O)(=O)c2ccc(NC(=O)c3ccccc3NS(=O)(=O)c3ccc(F)c(F)c3)cc2)c1C
  A = -8.6%; B = 8.3%; C = -7.3%; D = -12.0%

> O=C(O)C12C3CCC(O3)C1(C(=O)O)C1CCC2O1 (centres undefined)
  A = -3.8%; B = 4.1%; C = 1.2%; D = 23.2%

> Cn1c(=O)c(-c2ccccc2)cc2ccccc21
  A = -3.1%; B = 13.4%; C = -3.5%; D = -26.7%

> O=C1NC[C@H](Cc2ccccc2)N(C[C@H]2CCCN2C[C@H](Cc2ccccc2)N2C[C@H](Cc3ccc(O)cc3)N(CCc3ccccc3)C(=O)C2=O)C1=O
  A = 0.2%; B = -0.2%; C = -2.1%; D = 24.1%

> CCn1c(N2CCN(C(c3ccccc3)c3ccccc3)CC2)nc2c1c(=O)[nH]c(=O)n2C
  A = -5.7%; B = 0.3%; C = -0.3%; D = 26.6%

> O=S(=O)(Nc1ccc(-c2ccc(NS(=O)(=O)c3ccccc3)cc2)cc1)c1ccccc1
  A = 0.0%; B = -22.8%; C = -1.4%; D = 8.5%

> Cc1c(N)ccc(-n2nc3ccccc3n2)c1C
  A = -2.5%; B = 13.2%; C = -5.9%; D = -4.8%

> O=C(CSc1nc(-c2ccco2)cc(C(F)(F)F)n1)NC1CCCCCCC1
  A = 6.1%; B = -0.3%; C = 0.1%; D = -21.3%

> Cc1ccc(-c2nnc(N3CCN(C(=O)CN4C(=O)c5ccccc5C4=O)CC3)c3ccccc23)cc1
  A = -0.8%; B = -5.7%; C = -1.3%; D = -18.3%

> COC(=O)C1CC(C(=O)OC)C2C(C(=O)OC)CC(C(=O)OC)C12 (centres undefined)
  A = -0.9%; B = -0.3%; C = -5.4%; D = 3.6%

> N#CC1c2ccccc2C=CN1C(=O)N(c1ccccc1)c1ccccc1 (centres undefined)
  A = 0.3%; B = -4.8%; C = 3.0%; D = -56.3%[inhibitor]

> O=C(O)c1cc(N2CCCC2)ccn1
  A = 0.8%; B = 0.3%; C = 1.4%; D = 14.5%

> OC(COc1cccc2ccccc12)CN1CCOCC1 (centres undefined)
  A = -2.0%; B = 9.2%; C = -0.6%; D = 27.8%

> Cc1nnc(NS(=O)(=O)c2ccc(N=Nc3ccc(N)nc3N)cc2)s1
  A = -1.3%; B = -0.2%; C = -9.8%; D = 17.9%

> CC(C)=CCc1c2c(c(O)c3c(=O)c4c(oc13)-c1cc(O)c(O)cc1OC4C=C(C)C)C=CC(C)(C)O2 (centres undefined)
  A = 1.9%; B = ?; C = -4.5%; D = 8.3%

> CCN1CCN(Cc2ccc(NC(=O)c3ccc(C)c(NC(=O)c4cncc(-c5cccs5)c4)c3)cc2C(F)(F)F)CC1
  A = 3.7%; B = -18.3%; C = -2.9%; D = -41.3%

> COc1cc(C2c3cc4c(cc3OC(C)(N3CCCC3)C2C)OCO4)cc(OC)c1OC (centres undefined)
  A = -3.2%; B = -3.4%; C = -4.3%; D = 5.0%

> O=C(CN1CCCCCC1)Nc1nc2ccccc2s1
  A = -1.7%; B = 4.9%; C = -2.9%; D = -14.8%

> Cc1ccc(S(=O)(=O)N2CCN(C(=O)c3cc(S(=O)(=O)N4CCOCC4)ccc3Cl)CC2)c(C)c1
  A = 1.4%; B = -0.1%; C = 1.1%; D = -27.4%

> COc1ccccc1Nc1cc2cc(Br)ccc2c(=O)[nH]1
  A = 4.7%; B = 20.4%; C = -1.6%; D = -9.8%

> O=C(OC1CO[C@H]2O[C@@H]1[C@H](OC(=O)c1ccccc1)[C@H]2OC(=O)c1ccccc1)c1ccccc1 (some centres undefined)
  A = 1.9%; B = -0.1%; C = -3.6%; D = -18.6%

> O=[N+]([O-])c1cc(-c2ccccc2)cc([N+](=O)[O-])c1O
  A = 3.5%; B = -18.6%; C = -12.2%; D = 21.1%

> O=C(c1ccccc1Cl)N1CCN(c2ncccn2)CC1
  A = -5.2%; B = -0.2%; C = -0.1%; D = -7.2%

> Cc1ccccc1CN(c1ccc(C(=O)N2CCN(C)CC2)cc1)S(C)(=O)=O
  A = -7.5%; B = 0.8%; C = -5.7%; D = 1.1%

> COc1ccc(N=C2C(=S)N(c3ccc(OC)cc3)C(=NS(=O)(=O)c3ccccc3)N2c2ccccc2)cc1
  A = 3.9%; B = -2.2%; C = -0.6%; D = 13.5%

> CN1CCc2c(sc3c2c(=O)n(-c2ccccc2)c2nnc(SCc4ccc(F)cc4)n32)C1
  A = -24.4%; B = 3.7%; C = -0.7%; D = 24.3%

> F[B-](F)(F)COc1ccccc1
  A = -2.7%; B = 3.6%; C = -1.6%; D = 28.6%

> COc1ccc(CCNc2cc(N3CCN(C(=O)c4ccccc4OC)CC3)ccc2[N+](=O)[O-])cc1OC
  A = -8.2%; B = -18.7%; C = -4.8%; D = -11.3%

> Cc1cn(C2CC(O)C(CO)O2)c(=O)n(Cc2ccccc2)c1=O (centres undefined)
  A = -0.4%; B = 1.2%; C = -1.5%; D = -20.3%

> CCCCN1CC[C@H]2C=CC[C@@H](C(=O)Nc3ccc(OC)cc3)[C@H]2C1=O
  A = 7.4%; B = 0.5%; C = -1.8%; D = 6.4%

> CC(=O)Oc1ccc(C23c4ccccc4C2(OC(C)=O)c2cc(OC(C)=O)ccc23)cc1 (centres undefined)
  A = -1.4%; B = .; C = 0.2%; D = -52.6%[inhibitor]

> Nc1nc2c(ncn2-c2ccccc2)c(=O)[nH]1
  A = 1.6%; B = -0.7%; C = -2.5%; D = 30.5%

Remaining list, next part.
Letter code: A = TCR activator; B = ASM inhibitor; C = TSG101-PTAP inh; D = Integrin act MD
> CCOC(=O)C1=C(C)N(Cc2ccccc2)C(=O)NC1c1ccccc1OS(=O)(=O)c1ccccc1[N+](=O)[O-] (centres undefined)
  A = 0.7%; B = 1.1%; C = -1.2%; D = -12.4%

> O=Nc1c(O)[nH]c2ccc(Cl)c(Cl)c12
  A = -4.0%; B = -6.1%; C = -0.4%; D = 9.3%

> O=S(=O)(CS(=O)(=O)Oc1ccccc1)Oc1ccccc1
  A = -4.6%; B = 2.5%; C = -1.5%; D = 3.2%

> O=C(CSCc1ccc(Br)cc1)Nc1ccccc1C(=O)N1CCOCC1
  A = 2.8%; B = 2.4%; C = -5.3%; D = -19.4%

> Cn1cnc2c(oc3ccccc32)c1=O
  A = -7.5%; B = 1.1%; C = 0.7%; D = 22.4%

> O=C(NC1(C(=O)O)CCCC1)C(Cl)Cl
  A = -0.1%; B = 0.5%; C = -6.0%; D = -2.8%

> CCC(Sc1ncccc1Nc1ccccn1)C(=O)O (centres undefined)
  A = 5.6%; B = 7.8%; C = -1.7%; D = 6.8%

> COc1ccc(N=Cc2ccc(N(CCC#N)CCC#N)cc2)cc1
  A = 1.9%; B = -0.3%; C = 0.1%; D = 7.2%

> CN(C)S(=O)(=O)c1ccc(N2CCCC2)c(C(=O)N2CCN(S(=O)(=O)c3ccc(F)c(F)c3)CC2)c1
  A = 5.7%; B = -2.5%; C = ?; D = -15.6%

> CC(C)=CCNc1ncnc2c1c(C#N)cn2C1OC(CO)C(O)C1O (centres undefined)
  A = -0.2%; B = -0.2%; C = 0.5%; D = -19.3%

Part of the list above, reduced to TSG101-PTAP inh and ASM inhibitor.
SMILES	TSG101-PTAP inh	ASM inhibitor
Cn1cnc2c(oc3ccccc32)c1=O	0.7%	1.1%
O=C(NC1(C(=O)O)CCCC1)C(Cl)Cl	-6.0%	0.5%

(next part)
Letter code: A = TCR activator; B = ASM inhibitor; C = TSG101-PTAP inh; D = Integrin act MD
> CN(Cc1ccccc1)S(=O)(=O)c1ccc(Cl)c(C(=O)NCCCN2CCCC2=O)c1
  A = 0.0%; B = -4.7%; C = -2.8%; D = -9.3%

> Cn1c2c(sc1=O)CCC2
  A = -4.8%; B = 0.3%; C = -1.7%; D = 14.2%

> COc1ccc2c(c1)CCCC(Br)C2=O (centres undefined)
  A = -3.9%; B = 2.1%; C = -0.4%; D = -44.6%

> O=[N+]([O-])c1ccc(COP(=O)(O)OCc2ccc([N+](=O)[O-])cc2)cc1
  A = 2.3%; B = 1.5%; C = -1.9%; D = 8.1%

> CCCCCCCCNS(=O)(=O)CCNCc1ccc(OC)cc1
  A = 5.3%; B = -7.8%; C = 0.8%; D = -19.3%

> Cc1ccc(OCCCCCCN2CCNCC2)cc1
  A = -4.9%; B = 3.8%; C = -1.8%; D = -34.9%

> O=C(NCc1ccccn1)C1CCC(=O)N1C1CCCC1 (centres undefined)
  A = 1.9%; B = -4.8%; C = -0.8%; D = 10.8%

> O=C(O)CC1(CC(=O)Nc2nccs2)CCCCC1
  A = -7.1%; B = 3.9%; C = -0.2%; D = 14.1%

> C(=Cc1cnnc2ccccc12)c1ccccc1
  A = -0.1%; B = -3.8%; C = -3.1%; D = -30.7%

Whole records, quoted from the list. Order of screens: TCR activator	ASM inhibitor	TSG101-PTAP inh	Integrin act MD
CN(Cc1ccccc1)S(=O)(=O)c1ccc(Cl)c(C(=O)NCCCN2CCCC2=O)c1 reads 0.0%	-4.7%	-2.8%	-9.3%
COc1ccc2c(c1)CCCC(Br)C2=O (centres undefined) reads -3.9%	2.1%	-0.4%	-44.6%
